# RPL19A-GFP yeast: modulators of TOR pathway RPL19A-GFP in S. cerevisiae; S. cerevisiae RPL19A-GFP strain, flow cytometry, 3 h; hits give low values; percent response vs DMSO, % at 10 µM; 330,000 tested, 0.3% active; AID 2025;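 active means percent response vs DMSO below 50%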;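 further: median channel GFP fluorescence of the barcoded RPL19A-GFP strain; ratio of sample median GFP to plate DMSO average so 100% = DMSO; lower means less RPL19A-GFP as with rapamycin TOR inhibition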
# MEP2-GFP yeast: modulators of TOR pathway MEP2-GFP in S. cerevisiae. S. cerevisiae MEP2-GFP strain, flow cytometry GFP, 3 h; 100% = DMSO control level. AID 2016. GFP response vs DMSO, % at 10 µM. 330,000 tested, 0.51% active;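 active means GFP response versus DMSO above a set limit, roughly screen mean plus 3 SD, cut at about 180% in these data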;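 further: median GFP fluorescence of the barcode-gated MEP2-GFP cells per well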
# CR mimetic SO: caloric restriction mimetics inhibiting age-related superoxide in yeast; S. cerevisiae aged cells, superoxide DHE fluorescence; hits give low values; superoxide response (% of plate mean), % at 10 µM; 330,000 tested, 0.18% active; AID 2690;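 active means superoxide response under a set limit, about three screen SD below normal, cut at about 65% in these data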;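 further: yeast aged for seven days with compound at 30 °C before DHE staining; 100% = average MFI of all compound-treated wells on the plate with controls excluded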
# procasp3 activ: activates human procaspase-3. recombinant procaspase-3 D3A, Ac-DEVD-pNA absorbance 405 nm. activation, % at 8.5 µM. AID 463141. 330,000 tested, 0.11% active. P42574;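 active means activation above the mean of all tested compounds plus 3 SD, cut at about 21% in these data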;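 further: 0% = DMSO alone and 100% = DMSO wells spiked with extra 5 µM PC-3 D3A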
# Target sequence (P42574 whole entry D9A/D28A/D175A): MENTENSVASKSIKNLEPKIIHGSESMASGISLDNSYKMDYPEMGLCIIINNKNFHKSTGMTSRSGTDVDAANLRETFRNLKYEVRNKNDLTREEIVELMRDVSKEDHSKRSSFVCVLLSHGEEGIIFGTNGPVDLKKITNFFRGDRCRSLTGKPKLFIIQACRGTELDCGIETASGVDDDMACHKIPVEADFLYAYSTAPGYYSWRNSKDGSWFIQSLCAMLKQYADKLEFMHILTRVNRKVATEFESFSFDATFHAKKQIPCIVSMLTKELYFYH
#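 Assay system – Procaspase-3 D3A mutant, all three cleavage aspartates alanine · Controls – DMSO-only low control, 5 µM PC-3 D3A high control · Schedule – 1 h compound preincubation, 2 h substrate hydrolysis at 25 °C · Signal – 405 nm absorbance of p-nitroaniline, reads at 0 and 120 min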
# LAP4 TOR yeast: yeast TOR pathway LAP4-GFP modulation | S. cerevisiae LAP4-GFP multiplex, flow cytometry GFP, 3 h; median GFP as percent of DMSO wells | GFP response vs DMSO, % at 10 µM | 320,000 tested, 0.34% active | AID 2023;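 active means GFP response vs DMSO above a set limit, about the screen mean plus 3 SD, cut at about 150% in these data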
# procasp7 counter: counter-screen: procaspase-7 (human) activation; P55210; AID 463210; recombinant procaspase-7, Ac-DEVD-pNA absorbance 405 nm; D23A/D198A/D206A triple mutant, cannot self-cleave; scale: DMSO 0, 5 µM enzyme 100; 330,000 tested, 0.093% active; activation, % at 8.5 µM;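 active means percent activation above the screen-wide mean plus 3 SD, cut at about 25% in these data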
# Target sequence (P55210 whole entry D23A/D198A/D206A): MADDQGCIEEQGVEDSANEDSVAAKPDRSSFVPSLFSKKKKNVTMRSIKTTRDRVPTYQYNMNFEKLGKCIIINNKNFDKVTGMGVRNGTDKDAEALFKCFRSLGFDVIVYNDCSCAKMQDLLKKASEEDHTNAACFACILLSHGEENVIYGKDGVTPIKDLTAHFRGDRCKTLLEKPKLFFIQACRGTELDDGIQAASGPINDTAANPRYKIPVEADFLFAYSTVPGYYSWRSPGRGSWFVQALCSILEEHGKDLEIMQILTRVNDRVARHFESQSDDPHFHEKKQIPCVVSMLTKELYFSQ
#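 Assay system: Uncleavable procaspase-7 mutant enzyme | Input: 2 µM procaspase-7 mutant as dispensed | Timing: 1 h compound preincubation, 2 h substrate cleavage, 25 °C | Repeats: One well per compound | Control set: DMSO wells as 0%, DMSO with 5 µM added PC-7 as 100% | Technique: Epi-absorbance of released pNA at 405 nm, two timepoints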
# AHR activator: activators of human aryl hydrocarbon receptor | 320,000 tested, 2.5% active | AHR-responsive luciferase reporter cells, luminescence | P35869 | activation, % at 5 µM; in the data active means activation above about 47%;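 further: 0% = vehicle wells and 100% = reference agonist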
# JMJD2C inh: inhibitors of human GASC-1 (JMJD2C) demethylase; Q9H3R0; GST-JMJD2C(1-420) H3K9me3 demethylation, DELFIA europium; inhibition, % at 2.35 µM; 330,000 tested, 0.069% active; AID 2099;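 active means more than half of a compound's replicate wells show inhibition beyond 50%, single wells judged on their own value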;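 further: signal counts dimethyl H3K9 product captured on neutravidin plate; 0% = median of DMSO wells and 100% = 0.3 times that DMSO median; strong numbers were not always called active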
# Target sequence (Q9H3R0 1-420 limits assumed): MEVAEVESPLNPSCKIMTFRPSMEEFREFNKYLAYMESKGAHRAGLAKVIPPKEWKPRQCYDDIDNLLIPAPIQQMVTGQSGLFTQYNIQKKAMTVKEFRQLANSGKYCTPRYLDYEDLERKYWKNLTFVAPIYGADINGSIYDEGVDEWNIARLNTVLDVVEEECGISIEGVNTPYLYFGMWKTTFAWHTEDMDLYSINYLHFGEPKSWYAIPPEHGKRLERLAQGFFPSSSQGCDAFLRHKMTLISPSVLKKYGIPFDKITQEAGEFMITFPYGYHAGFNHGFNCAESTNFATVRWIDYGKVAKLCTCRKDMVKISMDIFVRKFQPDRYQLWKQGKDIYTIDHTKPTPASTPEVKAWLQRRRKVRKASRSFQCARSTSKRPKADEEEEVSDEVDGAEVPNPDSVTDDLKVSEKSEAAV
# The depositor's hits bear a star; nt = not tested or not shown; & = joins results of further samples.
SMILES,RPL19A-GFP yeast,MEP2-GFP yeast,CR mimetic SO,procasp3 activ,LAP4 TOR yeast,procasp7 counter,AHR activator,JMJD2C inh
CCOC(=O)c1nnn(-c2nc(OC)nc(N(C)C)n2)c1-c1ccccc1,100,102,91,-3,97,-6,2,12
O=C(Nc1nc2ccc(Cl)cc2s1)c1ccc(Br)o1,100,100,103,-4,90,-10,20,-43
COc1ccc(-c2cc(-c3nnc(COC(=O)c4ccc(O)cc4)o3)c3ccccc3n2)cc1OC,91,99,108,-19,102,-21,18,-1
CN(C)CCN(C(=O)c1ccc(S(=O)(=O)N(C)C)cc1)c1nc2cc3c(cc2s1)OCCO3,104,102,93,15,95,0,5,-20
O=C(Nc1ccc(C(=O)O)cc1)/C(=C/c1cccc(Br)c1)NC(=O)c1ccco1,103,113,114,6,92,-10,16,-2
COc1ccc(-n2c(=S)[nH]c3cc(C(=O)NCc4cccnc4)ccc3c2=O)c(OC)c1,101,114,84,-8,116,0,2,-4
CC(=O)c1ccc(S(=O)(=O)N(C)CCCC(=O)N(C)Cc2c(F)cccc2Cl)cc1,113,110,106,-4,106,-9,0,-1
Cc1ccc(C(=O)Nc2sc3c(c2C(=O)O)CCCC3)o1,108,105,116,-6,95,-6,21,40
COc1ccc(N2C(=O)CC(Cc3ccc(Br)cc3)C2=O)cc1 (centres undefined),100,102,109,-6,92,8,-4,4
CCC(CO)Oc1cc(NCc2ccccc2Cl)c2ncn(C(C)C)c2c1 (centres undefined),95,97,107,2,105,0,4,-2
COC(=O)N(C)c1nc2ccccc2s1,97,95,104,0,92,-5,-2,-7
O=C1C=C(O)C(n2cncn2)C(c2ccc3c(c2)OCO3)C1 (centres undefined),100,102,106,-5,98,3,-1,6
CN=C1c2cc3cc(OC)ccc3n2CCN1C,102,89,98,8,92,-2,6,4
O=[N+]([O-])c1ccc(N2CCN(CCO)CC2)cc1Sc1ccccn1,109,107,90,1,98,-10,6,-14
O=C1NC(=S)S/C1=C/c1ccc(Oc2cnccn2)cc1,101,95,110,0,102,2,3,7
CSc1nc(-c2ccco2)nn1C(=O)c1ccco1,93,107,104,-2,138,5,0,-4
CCCCNS(=O)(=O)c1ccc2c(c1)oc(=O)n2CC(=O)OCC,101,97,100,2,88,9,1,-5
CCCCn1c(N)c(N(CC)C(=O)c2c(C)noc2C)c(=O)[nH]c1=O,114,125,120,-2,136,11,-1,-3
Cc1ccccc1OCC(=O)Nc1ccc2c(c1)Cc1ccccc1-2,96,94,100,-8,100,6,-4,-1
CC(C)(c1ccccc1)c1ccc(OCCCN2CCNCC2)cc1,98,97,78,4,101,2,0,-1
N#Cc1nc(N2CCCC2)nc(N2CCCC2)n1,93,114,100,-2,96,3,-2,4
CCOC(=O)C1CCN(c2c(-c3ccccc3)c3cc(Cl)ccc3[nH]c2=O)CC1,97,97,90,-1,88,9,0,1
O=C(c1cccnc1)N1CCN(S(=O)(=O)c2cccs2)CC1,103,103,108,-2,98,2,1,0
O=C(CCC1CCCCC1)Nc1cc(C(F)(F)F)ccc1N1CCOCC1,94,99,75,16,102,3,-2,2
CCOc1ccc(NC(=O)CN2C(=O)c3ccccc3C2=O)cc1,101,105,99,-6,97,13,0,2
COc1ccc(C(=O)O)cc1S(=O)(=O)N(CCc1ccccc1)Cc1ccccc1,101,97,97,-1,106,-6,3,1
CCn1cc(C(=O)NCCc2ccccc2C)c(=O)c2ccc(C)nc21,101,107,110,nt,101,nt,nt,0
O=C(CSc1ccccc1)N1CCCC(Nc2ccccc2)C1 (centres undefined),101,98,94,0,104,4,2,-27
CCCCCSc1nnc(N)s1,100,102,104,-1,106,13,4,-5
COc1ccc(-c2nnc(NC(=O)CS(=O)(=O)c3ccc(Cl)cc3)o2)c(OC)c1,98,109,96,1,97,4,4,5
CCCCCCC(=O)N/N=C/c1ccc(Br)cc1,102,104,107,3,90,-4,10,9
COC(=O)c1cn(NC(=O)CCC2CCCC2)c(=O)c2ccccc12,94,94,103,9,88,13,3,11
CCNC(=O)C1CN(S(=O)(=O)c2ccccc2)CCN1S(=O)(=O)c1ccccc1 (centres undefined),101,103,104,4,96,1,1,0
COc1cc([N+](=O)[O-])ccc1NC(=O)NCc1ccco1,100,95,99,-8,116,-10,-5,-4
Cc1cc(C(=O)N/N=C/c2ccc(C)o2)c2ccccc2n1,106,103,82,6,99,7,9,-3
CC[C@@H](C)CN1C(=O)N[C@@H](CCc2ccccc2)C(C(C)=O)=C1C,96,90,98,13,120,1,-2,12&-12
Cc1cc(=O)c(C(=O)O)nn1-c1ccccc1,101,104,80,6,103,0,0,-8
CCOC(=O)C1=C(C)N(Cc2ccc(C(=O)O)cc2)C(=O)NC1c1ccc([N+](=O)[O-])cc1 (centres undefined),103,90,102,9,111,0,1,-8
CCOc1cccc(C=Nc2cc(C)cc(C)c2O)c1O,98,97,74,1,102,-5,29,-2
CCOc1ccc(NC2=C(OC)C(=O)c3ccccc3C2=O)cc1,98,101,117,-6,93,-16,27,-4
CCOC(=O)/C(C#N)=C/c1c(N2CCN(c3ccccc3)CC2)nc2ccccn2c1=O,94,108,98,-2,88,-9,16,-28
CCOC(=O)c1oc2ccccc2c1COC(=O)CNC(=O)c1cccc(C)c1,101,89,111,3,94,6,1,4
COc1cccc(CN2CCN(C(=O)CCc3nnc(C4CCCCC4)o3)CC2=O)c1,93,109,105,6,95,5,-1,-11
N#C/C(=C\c1cccnc1)C(=O)Nc1ccccc1,91,94,108,-15,104,1,1,2
COC(=O)C1=C(C)N(C)C(=O)NC1c1cc2c(cc1Br)OCO2 (centres undefined),106,107,93,7,92,-6,-2,-9
CCN(CC)CCNc1ccc(CO)c2sc3ccccc3c(=O)c12,97,102,117,8,134,-10,21,-25
COc1cc(Oc2nc(C(F)(F)F)nc3ccccc23)ccc1C=O,95,107,113,1,107,4,0,-9
CC(C)CC(=O)NCCCCc1ccccc1,103,107,89,2,110,5,-5,4
O=C(O)CC(C(=O)N(c1ccccc1)c1ccccc1)N1CCOCC1 (centres undefined),100,102,97,-7,99,9,0,12
O=C(Nc1cccc(Cl)c1)N1N=CCC1c1ccccc1 (centres undefined),90,100,92,8,103,2,0,4
CC(=O)NCc1ccc(S(=O)(=O)NC(C)CCc2ccccc2)cc1 (centres undefined),101,109,98,0,93,0,-1,11
Cc1ccc(Oc2cc(N3CCOCC3)nc(-c3ccccc3)n2)cc1,94,106,95,5,103,8,-4,1
C=CCn1c(CNS(=O)(=O)c2ccc(Br)cc2)n[nH]c1=S,105,107,101,-2,105,-7,-2,2
O=C(Nc1ccccc1C(=O)NC(Cc1ccc(O)cc1)C(=O)O)c1ccccc1 (centres undefined),98,97,103,4,103,1,0,-10
CN(C)CCNC(=O)CNC(=S)N(Cc1ccccc1)Cc1ccccc1F,103,102,101,-4,115,8,1,2
Cc1ccc(NC(=O)CN2C(=O)NC3(CCc4ccccc43)C2=O)cc1S(=O)(=O)N1CCCCC1 (centres undefined),106,104,99,10,103,3,4,7
Nc1cc(N)nc(SCC(=O)Nc2ccccc2N2CCOCC2)n1,100,98,93,7,94,-3,0,8
CCOc1cc(NC(=S)NCCCN2CCOCC2)c(OCC)cc1NC(=O)c1cccs1,97,103,81,6,101,5,4,3
CCOC(=O)C1=C(C)N(c2ccc(C)cc2)C(=O)/C1=C\c1cccs1,103,104,97,-5,84,8,1,-1
O=C(/C=C/c1cccs1)N1CCc2ccccc21,102,102,92,-3,99,-3,54*,-2

# Sorted by SMILES length (high to low): 5 of the compounds above
SMILES,RPL19A-GFP yeast,MEP2-GFP yeast,CR mimetic SO,procasp3 activ,LAP4 TOR yeast,procasp7 counter,AHR activator,JMJD2C inh
Cc1ccc(NC(=O)CN2C(=O)NC3(CCc4ccccc43)C2=O)cc1S(=O)(=O)N1CCCCC1 (centres undefined),106,104,99,10,103,3,4,7
CC(=O)c1ccc(S(=O)(=O)N(C)CCCC(=O)N(C)Cc2c(F)cccc2Cl)cc1,113,110,106,-4,106,-9,0,-1
CCOC(=O)c1nnn(-c2nc(OC)nc(N(C)C)n2)c1-c1ccccc1,100,102,91,-3,97,-6,2,12
CN=C1c2cc3cc(OC)ccc3n2CCN1C,102,89,98,8,92,-2,6,4
CC(C)CC(=O)NCCCCc1ccccc1,103,107,89,2,110,5,-5,4

# Later entries:
SMILES,RPL19A-GFP yeast,MEP2-GFP yeast,CR mimetic SO,procasp3 activ,LAP4 TOR yeast,procasp7 counter,AHR activator,JMJD2C inh
Cc1cc2nc(/C(C#N)=C\c3ccc(-c4ccccc4C(=O)O)o3)[nH]c2cc1C,106,117,97,-1,100,2,23,7
COc1ccccc1OCC(=O)OCC(=O)Nc1ncc(Cl)cc1Cl,94,95,114,-10,94,6,11,3
CCCCOP(=O)(c1ccc(N(C)C)cc1)C(O)c1ccc(OC)c(OC)c1 (centres undefined),98,105,103,6,107,3,-2,20
CCN1CCCC1CNC(=O)c1cc2c(=O)n(C)c3ccccc3c2n1C (centres undefined),99,106,101,3,104,-1,3,17
Cc1cc[n+](-c2[nH]c(=O)sc2/C=N/NC([S-])=Nc2ccccc2)cc1C,103,102,92,-14,97,-15,32,11
O=C(CSc1nnc(CNC(=O)c2c(F)cccc2Cl)o1)c1ccccc1,101,107,88,6,98,1,16,26
Cc1c(C(=O)Nc2ccc3c(c2)OCCO3)sc2ncnc(N3CCCCC3C)c12 (centres undefined),91,92,141,6,96,9,-3,-2
Cc1ncoc1C(=O)N1CCc2c([nH]c3ccccc23)C1C1CCCCC1 (centres undefined),94,94,109,-6,94,-3,13,-4
Cc1ccc(C)c(S(=O)(=O)N2CCN(C(=O)c3ccc(N4CCCC4)c([N+](=O)[O-])c3)CC2)c1,112,93,101,0,86,-7,0,1
CC(=O)CSc1cc(C)nc2c(-c3ccccc3)c(C)nn12,98,94,110,-1,99,2,3,-4
Nc1[nH][nH]c(=O)c1N=Nc1ccc2c(c1)OCO2,97,96,87,-13,104,5,97*,15
Cc1cn(-c2cc(NC(=O)c3ccc(C)c(NC(=O)c4cccc(-c5cn[nH]c(=O)c5)c4)c3)cc(C(F)(F)F)c2)cn1,102,99,100,3,97,2,0,4
COc1cccc(-c2cc(=O)[nH][nH]2)c1,98,102,85,-5,105,-16,3,-1
O=C(O)c1ccc(/C=C/C(=O)c2ccc3c(c2)OCCCO3)cc1,105,105,92,3,130,-9,2,-13
Cc1ccc(CCNC(=O)C2CC(c3cccc(F)c3)=NO2)cc1 (centres undefined),96,102,113,6,135,-1,0,-10
COc1cc(C(=O)OCCc2c(C)nc3nc[nH]n3c2=O)cc(OC)c1OC,94,96,109,1,94,-7,0,-8
O=C(O)C1(P(=O)(c2ccccc2)c2ccccc2)CCCC1,101,99,87,4,100,4,-2,10
O=C(Cc1ccc(F)cc1)N1CCC(CC2CC(c3cccc(Br)c3)=NO2)(C(=O)NCC2CCCCC2)CC1 (centres undefined),94,90,93,3,135,-9,-1,-6
CCCNC(=O)C1CC(c2cccc(F)c2)=NO1 (centres undefined),101,99,101,-1,116,-5,1,-10
